# High-throughput results from PubChem BioAssay.
# DUSP3 inh = inhibitors of human VHR1 phosphatase (DUSP3). recombinant VHR phosphatase, colorimetric substrate read-out. inhibition, % at 20 µM. 50,000 tested, 0.7% active. AID 1992; in the data active = inhibition above about 60%; note: some results filed as inactive read as strong as hits
# Target sequence (P51452 whole entry, looked up): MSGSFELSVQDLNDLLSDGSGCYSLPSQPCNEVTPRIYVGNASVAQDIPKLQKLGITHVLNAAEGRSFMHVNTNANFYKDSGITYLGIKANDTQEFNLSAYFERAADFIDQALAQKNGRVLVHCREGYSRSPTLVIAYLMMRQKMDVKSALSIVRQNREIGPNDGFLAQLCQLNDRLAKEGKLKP
# Active calls of the source: *. This is a subset. The share of hits here may be higher or lower than overall.
structure,DUSP3 inh
COc1ccc(C2C(C#N)=C(N)Oc3cc(N)ccc32)cc1 (stereo not drawn),-23.4
COc1ccc(S(=O)(=O)N2CCN(Cc3ccc(F)cc3)CC2)cc1,-1.3
COc1ccc(S(=O)(=O)Nc2ccc(S(N)(=O)=O)cc2)cc1,4.4
CCOc1ccc(N(CC(=O)N2CCN(c3ccccc3)CC2)S(=O)(=O)c2ccccc2)cc1,-10.4
Cc1ccc(N2C(=O)/C(=C/c3cc(C)n(C)c3C)C(=O)NC2=S)c(C)c1,-8.6
NC(=O)C1CCN(C(=O)c2ccc([N+](=O)[O-])cc2)CC1,-26.8
CCCCOC(=O)C1=C(C)NC2=C(C(=O)CC(c3ccccc3)C2)C1c1ccc(O)c([N+](=O)[O-])c1 (stereo not drawn),-8.9
COc1ccc(C(=O)/C=C/c2cccc(OC)c2OC)cc1,0.4
COc1ccc(N2C(=O)/C(=C\c3cccc(OC(=O)c4ccco4)c3)SC2=S)cc1,-17.1
CCOC(=O)C1CCN(Cn2nc(-c3ccc(C)cc3)oc2=S)CC1,66.6
CC(=O)CC(=O)Nc1ccc(C)c(Cl)c1,-20.4
COc1ccc(CN(C(=O)c2ccco2)C2CC(C)N(C)CC2C)cc1 (stereo not drawn),-3.3
O=S1(=O)CCC(N2CCCCC2)C1 (stereo not drawn),-13.2
N/C(=N\OC(=O)c1ccc(I)cc1)c1cccnc1,-2.3
CCN(CC)c1ccc(Nc2nc(-c3c(C)nc4ccccn34)cs2)cc1,55.0
Cc1ccc(S(=O)(=O)C(CC(=O)c2ccccc2)c2ccco2)cc1 (stereo not drawn),-19.4
Cc1cc(C)n(S(=O)(=O)c2ccc(Br)cc2)n1,-5.1
CCc1c(C)sc(NC(=O)c2cccnc2)c1C(N)=O,-1.1
CCOC(=O)c1c(NC(=O)C2CC2)sc(C(=O)Nc2cccc(OC)c2)c1C,12.6
CCCCOC(=O)COc1ccc2c3c(c(=O)oc2c1C)CCC3,-2.0
Cc1c(NC(=O)c2cccc3c2C(=O)c2ccccc2-3)c(=O)n(-c2ccccc2)n1C,-5.5
Cc1ncc(C[n+]2csc3ccccc32)c(N)n1,23.5
Cc1ccc(C2CC(C(F)(F)F)n3nc(C(=O)N4CCN(c5ccc(F)cc5)CC4)cc3N2)cc1 (stereo not drawn),3.8
O=C(Cc1ccccc1)Nc1ncc(Cc2ccc(Cl)c(Cl)c2)s1,-33.3
COc1ccc(OC)c(/C=C/C(=O)c2c(-c3ccccc3)c3cc(Cl)ccc3[nH]c2=O)c1,-10.1
O=C(N/C(=C/c1ccc(-c2cccc(C(F)(F)F)c2)o1)C(=O)N1CCOCC1)c1ccc(Cl)cc1,-32.5
CCOP(=S)(OCC)SCn1c(=O)oc2cc(Cl)ccc21,-7.1
CCOc1cc(C(=O)N2CCCC2)cc(OCC)c1OCC,-23.5
O=C(O)c1cc(NS(=O)(=O)c2ccccc2)cc(C(=O)O)c1,4.3
CC(C)(Cc1ccc(O)cc1)NC(=O)Cc1ccccc1,-15.1

# Part of the list above in order of count of non-hydrogen atoms, rising.
structure,DUSP3 inh
O=S1(=O)CCC(N2CCCCC2)C1 (stereo not drawn),-13.2
NC(=O)C1CCN(C(=O)c2ccc([N+](=O)[O-])cc2)CC1,-26.8
CCOC(=O)c1c(NC(=O)C2CC2)sc(C(=O)Nc2cccc(OC)c2)c1C,12.6
COc1ccc(N2C(=O)/C(=C\c3cccc(OC(=O)c4ccco4)c3)SC2=S)cc1,-17.1
CCOc1ccc(N(CC(=O)N2CCN(c3ccccc3)CC2)S(=O)(=O)c2ccccc2)cc1,-10.4

# Going on with the list:
structure,DUSP3 inh
COc1cc(-c2nc(N)c3c(=O)oc4ccccc4c3n2)cc(OC)c1OC,-24.5
COC(=O)c1cccc(NC(=O)C23CC4CC(C2)CC(C(=O)Nc2cccc(C(=O)OC)c2)(C4)C3)c1,2.4
O=C(Nc1ccccc1O)c1cc(I)ccc1Cl,-11.9
CCOc1ccccc1N(C(C)=O)S(=O)(=O)c1ccc(Cl)cc1,-3.2
COc1ccc(OC)c(NS(=O)(=O)c2c(C)cc(C)cc2C)c1,6.5
O=C1CCCN1CCCN=Cc1c(O)[nH]c(=O)[nH]c1=O,-10.3
COc1cccc(-c2nc3sc(C)c(C)c3c(=O)[nH]2)c1,2.6
COc1ccc(/C=C2\N=C(c3cccc(OC)c3)OC2=O)cc1,-5.0
Cc1nc2ccccc2n1C(=O)c1ccco1,-8.2
O=C(NCc1ccco1)c1nn2c(c1Br)NC(c1cccs1)CC2C(F)(F)F (stereo not drawn),5.2
CCOC(=O)CSc1nnc(-c2cccs2)n1-c1ccccc1,-1.1
COc1cc(/C=N/NS(=O)(=O)c2ccc(C(C)(C)C)cc2)cc(OC)c1OC,4.5
O=C1/C(=C/c2c(F)cccc2Cl)SC(=S)N1CCc1ccccc1,1.6
O=C(CN1C(=O)/C(=C\c2ccccc2F)SC1=S)Nc1ccccc1C(=O)O,1.7
CC(=O)C(C(C)=O)C(SCc1ccccc1)c1ccccc1 (stereo not drawn),-4.5
Cc1ccc(C(=O)NCc2ccncc2)cc1,1.8
CCCOc1c(I)cc(C2C3=C(CC(C)(C)CC3=O)OC3=C2C(=O)CC(C)(C)C3)cc1OC,-11.8
COc1ccc(Cc2cnc(NC(C)=O)s2)cc1,1.4
COc1ccccc1CN1CCNCC1,14.0
COc1ccc(N(CC(=O)NCC(C)C)S(C)(=O)=O)c(OC)c1,-16.3
CCOc1ccc(NC(=O)c2ccc(I)cc2)cc1,-14.5
O=C(Nc1ccc(NC(=O)c2ccc(Cl)cc2Cl)cc1)c1ccc(Cl)c(Cl)c1,-19.9
CCOc1ccc2nc(SCC(=O)c3ccc(F)cc3)sc2c1,-16.9
O=C(O)c1ccccc1NC(=O)C12CC3CC(CC(C3)C1)C2,-1.9
COc1cc(C2Nc3ccccc3NC3=C2C(=O)CC(c2ccc(Cl)cc2)C3)cc(Br)c1O (stereo not drawn),-3.4
COc1ccccc1C/C(N)=N/OC(=O)c1cccc(I)c1,-7.1
O=C(/C=C/c1ccc(F)cc1)Nc1nc(-c2ccccc2)cs1,-0.7
CCOC(=O)C1=C(C)N=c2s/c(=C\c3ccccc3O)c(=O)n2C1c1cccc(OC)c1 (stereo not drawn),106.0
C=CCn1c(SCC(=O)N2CCCCC2)nc2sc(C)c(C)c2c1=O,7.5
CN(C)C=Nc1ccc2nc3c(cc2c1)[nH]c1ccccc13,-0.6
O=P(c1ccccc1)(c1ccccc1)C1CCOCC1,21.7
COc1ccc(OCCCOc2ccc(Cl)c(C)c2)cc1,-3.7
COc1ccc(-c2c(Cc3ccccc3)nn(-c3ccccc3)c2N)cc1OC,-6.3
O=C(Nc1cccnc1)c1ccccc1Br,2.7
O=[N+]([O-])c1ccc(N2CCN(S(=O)(=O)c3ccccc3)CC2)c(C(F)(F)F)c1,2.1
Cc1cc(C)nc(NC(=O)c2ccc(F)cc2)c1,23.4
CCOC(=O)C1=C(C)N=c2s/c(=C\c3ccc(C(C)=O)cc3)c(=O)n2C1c1ccccc1 (stereo not drawn),-11.2
Cc1cccc(NC(=O)CN2CCOCC2)c1C,5.5
COCCOC(=O)C1=C(C)NC(C)=C(C(=O)OCCOC)C1c1ccc(-c2cccc(Br)c2)o1,-15.6
COc1ccc(C(=O)/C=C/Nc2ccccc2Br)cc1OC,20.3
COc1cc(CN2CCN(S(C)(=O)=O)CC2)cc(OC)c1O,5.0
O=C1c2ccccc2NC(c2ccc(Br)cc2)N1Cc1ccco1 (stereo not drawn),-8.6
CS(=O)(=O)N(CC(=O)Nc1ccc(Oc2ccccc2)cc1)c1ccc(Br)cc1,-18.2
Cc1ccc(NCCC(=O)c2cccs2)cc1C,-2.0
CN1c2ccccc2-c2ccccc2C12C=Cc1cc([N+](=O)[O-])ccc1O2 (stereo not drawn),8.3
CC(C)=NNc1nc2ccccc2s1,-3.2
COC(=O)C1=C(C)NC(=O)NC1c1ccc(SC)cc1 (stereo not drawn),1.6
O=C(O)C1CCCCC1C(=O)Nc1cccc([N+](=O)[O-])c1 (stereo not drawn),-18.0
Cc1ccc(O)c(NC(=O)CN2C(=O)c3ccccc3C2=O)c1,-11.2
Cc1ccc2nc(-c3nonc3N)[nH]c2c1,-32.9
CC(c1ccccc1)c1nnc(NC(=O)c2ccco2)s1 (stereo not drawn),-6.9
O=C1S/C(=C\c2ccco2)C(=O)N1Cc1ccccc1,18.1
O=C1NC(=S)N/C1=C/c1cc([N+](=O)[O-])ccc1Cl,-12.6
O=c1oc2cc(OCc3c(F)c(F)c(F)c(F)c3F)ccc2cc1-c1ccc2ccccc2n1,18.5
Cc1ccc2oc(-c3ccc(NC(=O)Cc4ccccc4)cc3O)nc2c1,-9.1
Cc1cc(NC(=O)c2ccc(Cl)c(Cl)c2)ccc1NC(=O)c1ccccc1,-2.1
CC(C)(C)C(=O)Nc1nnc(-c2ccccc2)s1,0.7
CCC1CCc2c(sc(NC(=O)c3c(-c4c(Cl)cccc4Cl)noc3C)c2C(N)=O)C1 (stereo not drawn),-1.8
CC(C)C12CN3CCN(CC(C3)C1O)C2 (stereo not drawn),-10.2
COc1ccc(/C=C2\SC(=S)N(CCCC(=O)Nc3ccc(O)cc3)C2=O)cc1,-7.0

# A different layout for some results above:
> O=[N+]([O-])c1ccc(N2CCN(S(=O)(=O)c3ccccc3)CC2)c(C(F)(F)F)c1
  DUSP3 inh = 2.1

> Cc1cc(C)nc(NC(=O)c2ccc(F)cc2)c1
  DUSP3 inh = 23.4

> CCOC(=O)C1=C(C)N=c2s/c(=C\c3ccc(C(C)=O)cc3)c(=O)n2C1c1ccccc1 (stereo not drawn)
  DUSP3 inh = -11.2

# Additional results follow.
structure,DUSP3 inh
COC(=O)c1sccc1NC(=O)/C=C/c1ccc(C(C)(C)C)cc1,9.4
O=C(O)CCCCCN1C(=O)C(=O)/C(=C(/O)c2ccc(F)cc2)C1c1ccc(Cl)cc1 (stereo not drawn),-12.3
O=C(O)c1ccc(-c2cc(Cl)ccc2Cl)o1,2.4
Cc1c(OCc2ccccc2)ccc2c3c(c(=O)oc12)CCC3,-12.1
Cc1cc(C)nc(/N=C(/N)Nc2cccc([N+](=O)[O-])c2)n1,-3.5
CC1=CC(C)C2C(=O)N(Cc3ccc[n+](C)c3)C(=O)C2C1 (stereo not drawn),-3.1
CCOC(=O)N1N=C(c2ccc(F)cc2)CC1(O)C(F)(F)F (stereo not drawn),-6.4
CCOc1cccc(C=Nc2cc(CC)ccc2O)c1O,-13.2
Cc1cccc(NC(=O)C(=O)NCCc2ccc(Cl)cc2)c1,-25.0
Cc1cc(N2C(=O)NC(=O)/C(=C\c3cn(C)c4ccccc34)C2=O)ccc1Br,30.9
CCOc1cc(C=C2C(=O)NC(=S)NC2=O)ccc1OCc1ccc(Cl)cc1,-10.9
Cc1ccc(NC(=O)/C=C/c2ccccc2Cl)c(Br)c1,1.0
COc1ccc(C(=O)Nc2sc3c(c2C(N)=O)CCCCCC3)cc1OC,57.6
COC(=O)c1ccc(-n2c(C)cc(C=C3C(=O)NC(=S)NC3=O)c2C)cc1,7.2
O=C(NC1CCCCC1)N1CCN(c2cccc(Cl)c2)CC1,-26.3
COc1ccc(/C=C/C(=O)Nc2ccc(F)c([N+](=O)[O-])c2)cc1,-6.9
CCc1cccc(NC(=O)c2ccccc2Br)c1,6.3
COc1ccc(NC(=O)c2cc([N+](=O)[O-])ccc2N2CCN(C)CC2)cc1,9.8
O=c1nc(/C=C/c2cc3c(cc2[N+](=O)[O-])OCO3)cc(C(F)(F)F)[nH]1,-7.7
COc1ccc(C(=O)CC2(O)C(=O)N(C)c3ccccc32)cc1OC (stereo not drawn),-22.4
CCSc1nnc(NC(=O)C(C)(C)C)s1,1.7
Cc1ccc(NC(=O)C(C)Sc2ccc(Cl)cc2)cc1 (stereo not drawn),-17.4
CCOC(=O)c1c(NC(=O)COc2ccccc2C)sc(C(=O)N2CCCCC2)c1C,-8.5
O=C(CN(Cc1ccccc1)S(=O)(=O)c1ccc(Br)cc1)N/N=C/c1c(O)ccc2ccccc12,-4.6
CC(C)c1ccccc1NC(=O)C(c1ccccc1)c1ccccc1,-4.0
CCOC(=O)C1=C(C)N=c2s/c(=C\c3ccc(NC(C)=O)cc3)c(=O)n2C1c1ccc(OC)c(OC)c1 (stereo not drawn),-11.9
CC(=O)Nc1ccc(NC(=S)Nc2ccc(F)cc2)cc1,6.5
COc1ccc(CC(=O)NCC2(c3ccccc3)CCCC2)cc1,2.3
CCCCN(CCCC)C(=O)CSc1nc2sc(C)c(C)c2c(=O)[nH]1,-12.3
Cn1c(-n2c(CCCN3C(=O)c4ccccc4C3=O)nc3ccccc3c2=O)nc2ccccc21,-14.0
CC(=O)NNC(=O)COc1ccc(Br)cc1,-24.1
O=C(/C=C/c1ccc(OCc2ccccc2)cc1)c1ccc(Br)cc1,-19.6
COc1ccccc1/C=N/Nc1cc(-c2ccccc2)nc(C)n1,-34.8
CCOC(=O)c1c(-c2ccccc2)oc2ccc(OC(=O)c3ccco3)cc12,-13.4
O=C1NC(=S)N(c2ccc(Br)cc2)C(=O)/C1=C/c1ccc(N2CCOCC2)o1,-12.8
Cc1ccc(C(=O)Nc2c(C(=O)Nc3cccnc3)cnn2-c2ccccc2)cc1,7.5
Cc1cc(Cl)ccc1NC(=O)c1cccc([N+](=O)[O-])c1,-5.7
Cc1cccc(OCC(=O)Nc2ccc(Cl)cc2C(F)(F)F)c1,7.7
COc1cc2c(cc1NC(=O)c1cccc(F)c1)oc1ccccc12,6.9
Cc1ccc(S(=O)(=O)N2CCN(CCNC(=O)C(=O)Nc3ccc(Br)cc3)CC2)cc1,1.6
CCC1=NN2C(=N)/C(=C/c3ccc(OC(=O)c4ccc(Cl)cc4)c(OC)c3)C(=O)N=C2S1,-19.7
CC(=O)NN1C(=O)/C(=C/c2cc3c(cc2[N+](=O)[O-])OCO3)SC1=S,26.0
